NPR2 activator – GC-B (human) receptor activation | 370,000 tested, 0.11% active | P20594 | AID 1920062 | HEK293-GC-B cells, CNP EC30, cGMP TR-FRET; 0% at EC30 CNP, 100% saturating CNP | activation, % at 10 µM;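 active = activation at 10 µM reaching about 35% in either raw or pattern-adjusted values, limit read from the data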
NPR1 activator – GC-A (human) enzyme activation. P16066. HEK293 GC-A cells, cGMP TR-FRET, EC30 ANP; 0% at EC30 ANP, 100% saturating ANP. activation, % at 10 µM. 370,000 tested, 0.14% active; in the data active = activation above about 40%
ASAP1 inh – inhibitors of human ASAP1 ArfGAP activity | AID 624377 | 360,000 tested, 0.19% active | inhibition, % at 16.5 µM | ASAP1-stimulated ARF1 GTP hydrolysis, GDP FP detection; in the data active = inhibition above about 25%;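 note: 0% = vehicle with enzyme and substrate and 100% = no enzyme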
Target sequence (Q9ULH1 325-724 limits assumed): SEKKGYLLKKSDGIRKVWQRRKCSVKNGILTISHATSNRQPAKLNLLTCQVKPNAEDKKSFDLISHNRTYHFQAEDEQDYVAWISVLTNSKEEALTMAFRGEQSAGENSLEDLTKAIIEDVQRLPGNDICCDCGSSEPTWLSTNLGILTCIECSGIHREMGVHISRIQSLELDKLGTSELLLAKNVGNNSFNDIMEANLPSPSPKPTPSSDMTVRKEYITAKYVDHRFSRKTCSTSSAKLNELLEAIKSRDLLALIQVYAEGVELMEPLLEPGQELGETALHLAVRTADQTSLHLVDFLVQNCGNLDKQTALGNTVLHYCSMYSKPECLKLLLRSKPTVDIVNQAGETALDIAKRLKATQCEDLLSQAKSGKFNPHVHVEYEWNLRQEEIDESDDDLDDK
sPLA2-III inh – Blocks human group III sPLA2 activity; Q9NZ20; QFRET BODIPY PC-A2 liposome hydrolysis, fluorescence; inhibition, % at 12.2 µM; 370,000 tested, 0.56% active; AID 743126;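 active = inhibition above mean plus 3 SD of compounds lying within the high and low control bounds, cut at about 19% in these data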;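 note: 0% = median of test compound wells and 100% = no enzyme DMSO wells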
GAA850 FXN act – activators of GAA850 frataxin (FXN) promoter; HEK293 lucGAA850 FXN promoter luciferase reporter, 24 h; percent of 10 µM SAHA response; activation, % at 6 µM; 360,000 tested, 0.56% active; AID 540364;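 active = activation above the average of all compounds screened plus 3 SD, cutoff fixed separately per campaign, cut at about 7.5% in these data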;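 note: 0% = DMSO wells and 100% = 10 µM SAHA wells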
ARFGAP1 inh – inhibitors of rat ARFGAP1. Q62848. Arfgap1-stimulated ARF1 GTP hydrolysis, GDP FP detection. inhibition, % at 16.5 µM. 360,000 tested, 0.26% active. AID 651572;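 active = inhibition above a per-plate limit, mean inhibition of low control wells plus 3 SD, cut at about 25% in these data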;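 note: 0% = DMSO wells with enzyme and 100% = wells lacking Arfgap1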
Target sequence (Q62848 1-136 limits assumed): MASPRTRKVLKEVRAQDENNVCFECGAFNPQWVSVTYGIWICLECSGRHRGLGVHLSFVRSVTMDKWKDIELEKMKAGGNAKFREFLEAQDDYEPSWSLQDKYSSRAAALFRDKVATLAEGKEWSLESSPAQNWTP
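Material: rat Arfgap1 GAP domain (His6, aa 1-136), purified enzyme. Also added: human ARF1(Δ1-17)-GTP substrate. Compound dosing: 16.5 µM single point, 1.26% DMSO. Timing: enzyme reaction 120 min at 25 °C after 20 min preincubation. Signal: GDP detection by fluorescence polarization. Read-out basis: percent inhibition of GAP-stimulated GDP formation, scaled between DMSO and no-Arfgap1 medians.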
proKLK7 act – activators of human kallikrein-7 zymogen. activation, % at 7 µM. purified proKLK7, EDANS-DABCYL substrate fluorescence; 100% is mature enzyme control, 0% vehicle. AID 652039. 370,000 tested, 0.9% active;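 active = activation above the mean of all tested compounds plus 3 SD, computed per campaign excluding outliers beyond control limits, cut at about 13% in these data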
ADAM10 inh – inhibitors of human ADAM10. O14672. recombinant ADAM10, EDANS/DABCYL FRET peptide cleavage, 3 h. inhibition, % at 7 µM. 370,000 tested, 0.62% active. AID 720582;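 active = inhibition above a per-campaign cutoff equal to the mean of compounds falling between control-based bounds plus 3 SD, cut at about 20% in these data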;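 note: 0% = DMSO wells while the 100% control is not disclosed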
Target sequence (O14672 214-748 limits assumed): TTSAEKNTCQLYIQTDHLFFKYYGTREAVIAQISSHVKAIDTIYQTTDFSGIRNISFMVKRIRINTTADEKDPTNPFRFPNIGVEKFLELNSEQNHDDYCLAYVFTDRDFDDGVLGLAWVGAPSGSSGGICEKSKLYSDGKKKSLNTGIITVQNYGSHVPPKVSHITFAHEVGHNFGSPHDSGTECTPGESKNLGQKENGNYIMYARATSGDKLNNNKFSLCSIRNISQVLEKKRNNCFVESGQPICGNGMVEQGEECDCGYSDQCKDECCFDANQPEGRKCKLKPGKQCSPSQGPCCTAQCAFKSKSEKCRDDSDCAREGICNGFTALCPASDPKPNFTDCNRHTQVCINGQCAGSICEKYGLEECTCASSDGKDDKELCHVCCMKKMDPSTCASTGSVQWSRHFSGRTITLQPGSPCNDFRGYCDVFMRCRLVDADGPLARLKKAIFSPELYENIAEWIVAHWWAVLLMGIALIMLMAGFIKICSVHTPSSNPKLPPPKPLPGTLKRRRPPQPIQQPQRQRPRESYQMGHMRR
DDE Tn6 FP inh – disrupts Tn6 cyclic peptide binding to fibrin D-Dimer-E complex; P02675; Fibrin DD(E) TRITC-Tn6 fluorescence polarization displacement; inhibition, % at 8.3 µM; 370,000 tested, 0.21% active;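 active = inhibition above a per-campaign cutoff: mean of compounds within control limits plus 3 SD, cut at about 15% in these data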;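 note: 0% = median of all compound wells on the plate and 100% = blocking peptide control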
rCAG binder – molecules binding r(CAG) RNA repeats | r(CAG) RNA repeat, TO-PRO-1 dye displacement fluorescence | 370,000 tested, 1.3% active | inhibition, % at 3 µM | AID 651821;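 active = inhibition above the plate cutoff, the mean of all test compounds on that plate plus 3 SD, cut at about 35% in these data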;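 note: 0% = DMSO alone and 100% = 100 µM mitoxantrone as full dye displacement; higher means more dye released from RNA so lower well fluorescence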
Starred values were filed as active, the others as inactive; / = not tested or not shown.

SMILES	NPR2 activator	NPR1 activator	ASAP1 inh	sPLA2-III inh	GAA850 FXN act	ARFGAP1 inh	proKLK7 act	ADAM10 inh	DDE Tn6 FP inh	rCAG binder
Cc1ccc(NC(=O)C2C3C=CC4(O3)C2C(=O)N(CCCN2CCCC(C)C2)C4C(=O)NC2CCCCC2)cc1 (stereo not given)	0.8	-3.7	-6.7	-2.9	0.8	1.9	0.1	3.7	-4.5	2.4
CC1CC(C)CN(c2ncc3c(n2)CC(c2ccccc2Cl)CC3=O)C1 (stereo not given)	0.8	-0.8	-5.5	8.4	-0.1	8.9	-0.5	6.1	7.5	3.7
Cn1c(/C(C#N)=N/O)nc2ccccc21	1.7	-2.1	-6.8	-15.0	0.8	-5.9	-0.5	-2.8	9.3	3.6
Cc1ccc(NC(=O)CN2C(=O)S/C(=C\c3ccc(-c4cccc(C(=O)O)c4C)o3)C2=O)cc1C	-8.0	-14.9	12.0	-0.9	3.1	3.3	-0.7	-3.6	-0.7	26.8
CC(C)(C)NC(=O)CN(Cc1ccc2c(c1)OCO2)C(=O)CCC(=O)Nc1nccs1	-1.7	-4.5	3.2	1.4	1.4	3.5	0.7	-6.0	7.4	-6.5
CC(C)(C)c1ccc(C(=O)C2CCCN(C(=O)CN3CCCC3=O)C2)cc1 (stereo not given)	4.4	-3.8	0.8	5.5	1.7	-6.9	0.1	14.4	1.7	-9.1
O=C(NC1CCCCC1)C1CCC(CNS(=O)(=O)c2cccc3nsnc23)CC1 (stereo not given)	-2.1	2.3	9.4	5.3	-0.2	6.9	-0.4	1.2	-2.6	3.7
CCCc1nc2cc(Cl)c([N+](=O)[O-])cc2o1	-0.9	1.7	2.2	1.6	0.9	-2.8	0.2	-1.1	1.5	-2.2
COc1ccc(C)cc1NC(=O)CN1CCN(C/C=C/c2ccccc2)CC1	4.7	2.8	-13.4	-21.8	-1.5	-3.8	-0.2	4.2	3.0	0.0
O=C(/C=C/c1ccccc1)Nc1sc2c(c1C(=O)O)CCC2	-6.4	0.8	-5.0	-7.7	1.6	-3.5	0.2	-4.0	-9.1	30.9
CC(=O)Nc1cc(NC(C)=O)c(CC(C)C)s1	0.7	2.6	-6.3	-1.4	4.2	3.7	-0.9	4.4	5.2	4.4
Cc1cc(Cl)ccc1OCC(=O)Nc1ccc(CN2CCOCC2)cc1	6.3	1.6	-9.5	-0.6	-2.0	12.1	0.4	-0.9	2.2	-9.5
O=C(OCC#CCSc1nnc(-c2cccc3ccccc23)o1)c1cc(F)c(F)c(F)c1	-5.8	-3.2	/	0.5	/	/	/	-4.2	1.4	/
Cn1cnc2c1c(=O)n(Cc1ccccc1C#N)c(=O)n2C	6.8	1.6	4.1	8.1	0.5	17.9	0.3	0.0	7.4	0.0
Cc1ccc(-n2nc(C)c3c(C)cc(=O)[nH]c32)cc1	-2.2	3.1	0.4	-6.0	-0.2	-7.8	1.5	-13.0	-12.2	0.1
COC(=O)CSCC(=O)Nc1cc2c(cc1C(C)=O)OCO2	-5.5	6.0	9.4	7.0	-0.1	3.7	0.2	-58.1	-4.4	0.7
O=C(COc1ccc(S(=O)(=O)N2CCOCC2)cc1)NC1CCCCC1	-1.5	-2.4	-12.1	15.3	1.0	-3.1	-0.5	-10.0	4.2	-3.8
O=C(CN(C(=O)CNC(=O)c1cccs1)c1ccc2c(c1)OCCO2)NC1CCCC1	2.2	-0.5	3.6	-0.2	1.2	-0.3	0.3	-2.4	5.1	-5.1
COc1cc(/C=N/n2c(C)nc3ccccc3c2=O)ccc1O	-7.7	-0.5	3.5	-1.2	-0.4	11.6	0.8	-1.4	4.8	-3.3
COc1ccc(-n2c(=O)[nH]cc(C(=O)N3CCCc4ccccc43)c2=O)cc1	-0.1	3.2	-20.2	-1.6	-1.4	3.0	-0.3	-9.2	10.1	5.3
O=S(=O)(CC(O)CS(=O)(=O)c1ccc(Cl)cc1)c1ccccc1 (stereo not given)	5.8	0.4	-8.7	0.7	/	7.0	0.2	4.5	0.6	-1.8
O=C(c1ccc(Cl)cc1)N1CCN(c2ncccn2)CC1	-3.0	0.8	6.1	-3.8	0.8	-0.8	-0.3	-3.4	-6.0	-3.7
COc1cc(S(=O)(=O)n2ccc(C)n2)c(C)cc1C	-4.4	-0.7	-9.1	0.6	1.6	-1.3	-0.1	-1.8	-2.0	0.9
CN(Cc1cccs1)C(=O)COc1ccc(-c2nnco2)cc1	-8.8	-2.5	-8.2	3.6	0.1	-4.2	-0.5	-6.8	-11.1	2.1
Cc1oc(-c2ccccc2F)nc1CS(=O)(=O)CC(=O)NCCN1CCCC1	-0.1	1.3	1.6	-8.9	-0.2	-3.0	-0.1	-7.1	-10.5	0.8
CCOC(=O)c1[nH]ncc1CN1CCc2ccc(NC(=O)C3CCCO3)cc2C1 (stereo not given)	1.7	4.6	-7.7	2.1	1.3	-1.7	0.1	-9.7	-1.0	-6.6
COc1ccccc1C1=CC(=O)CC(C)(C)C1=O	2.3	1.5	8.1	4.0	-0.8	9.1	-0.7	4.7	10.8	-1.5
Cc1cccc(C(C)C)c1NC(=O)COC(=O)Cc1ccsc1	-1.0	-1.8	-7.8	7.7	0.2	4.6	-0.8	-0.8	2.0	-2.3
CCS(=O)(=O)c1ccc(O)c(NC(=O)Nc2ccc(C(C)(C)C)cc2)c1	-0.1	-1.4	7.0	-0.9	1.1	6.9	-0.4	-19.2	1.7	7.2
CN(C(=O)COc1ccccc1)c1ccc([N+](=O)[O-])cc1	-3.6	-1.4	-9.5	6.0	0.8	-9.6	0.7	-7.1	2.9	0.4
COc1cccc(-c2nc(S(=O)(=O)c3ccccc3)c(N3CCOCC3)o2)c1	0.1	-1.8	8.5	-2.8	-0.8	10.1	-1.0	6.2	3.0	1.1
CC(C)(C)c1ccc(COC(=O)CNC(=O)CNC(=O)Cc2ccccc2)cc1	4.0	0.3	3.3	-7.7	-0.1	5.5	-0.3	9.5	1.0	-7.6
CCOC(=O)C1=CN(CC)S(=O)(=O)NC1c1ccc2ccccc2c1 (stereo not given)	2.9	0.5	-1.4	-5.4	-0.5	5.2	-0.6	-7.0	5.5	1.0
O=C(c1ccc(-c2ccc(Cl)cc2)o1)N1CCN(c2ccc([N+](=O)[O-])cc2Cl)CC1	-0.1	-1.4	-6.6	-10.9	1.2	-4.6	-0.7	-2.2	-9.3	1.9
COC(=O)C1CN(C2CCCC2)CCS(=O)(=O)N1Cc1cn(Cc2ccc(C)cc2)nn1 (stereo not given)	8.1	0.4	/	3.9	/	/	-0.1	14.5	5.6	4.5
CC(=O)c1ccc(N=C2NC(=O)C(CO)(CO)S2)cc1	1.2	5.4	1.6	6.0	2.3	5.8	-0.6	-7.1	4.2	0.3
O=C(Nc1ncc(Cc2ccccc2Cl)s1)c1ccc(-c2cccc([N+](=O)[O-])c2)o1	-3.5	0.3	3.9	4.5	-0.2	3.8	-0.6	4.5	-6.3	8.5
CC(C)(N[C@@H](Cc1ccccc1)C(=O)NCCCc1ccccc1)C(=O)NCc1ccccc1	-6.1	-2.3	/	-15.1	/	/	/	7.3	6.0	/
C/C(Cc1ccccc1)=N\NC(=O)C1CCCCC1	1.4	-0.9	4.8	-3.0	2.0	11.7	-0.1	1.0	1.6	-2.1
Cn1c(=S)c2[nH]c(SCC3CCCO3)nc2n(C)c1=O (stereo not given)	5.4	2.7	-8.8	1.1	2.1	-0.7	1.4	-94.1	-4.5	1.1
O=C(OCc1ccc(Br)cc1)c1cccc(S(=O)(=O)N2CCCC2)c1	3.3	1.3	5.0	-26.8	2.6	1.5	0.4	11.9	-2.6	0.9
O=C(OCC(=O)N1CCCC1)c1cc2c(cc1[N+](=O)[O-])OCCO2	5.3	0.4	-9.9	6.2	0.0	-7.8	0.9	-0.7	-1.0	-1.1
C/C(=N/N1CCN(c2ccccn2)CC1)c1cccc([N+](=O)[O-])c1	8.6	-0.8	10.2	10.7	2.9	5.7	0.3	-11.2	-1.7	-5.6
CCOC(=O)CC1(c2ccc(OC)c(OC)c2)C(=O)c2ccccc2C1=O	-0.8	-1.6	5.1	-7.4	1.5	6.6	-0.1	5.7	-1.4	-4.7
O=C(NCCc1ccccc1)OCc1cn(-c2cccc(F)c2F)nn1	5.8	1.2	/	6.3	/	/	0.1	-20.9	-9.1	1.4
CCOC(=O)c1cc(C#N)c(Oc2ccccc2OC)nc1-c1ccccc1	-1.1	-6.0	2.6	1.4	2.4	-3.0	0.1	12.3	-5.7	0.6
O=C(O)c1ccc(N2C(=O)CC(SC(=Nc3ccccc3)Nc3ccccc3)C2=O)cc1 (stereo not given)	6.0	2.0	7.2	-5.6	2.7	18.3	-0.2	-2.8	-1.4	7.1
COc1cc(/C=C2\SC(N3CCC(C)CC3)=NC2=O)ccc1O	-2.0	-0.6	7.4	-13.0	-3.3	-5.5	1.6	-7.4	-1.5	-4.6
O=C(NC1CCCCC1)N1CCN(CCc2ccccc2)CC1	1.9	-0.3	-1.3	3.5	0.1	6.5	-0.2	4.4	-1.1	-7.4
Cc1cccc(NC(=O)CSCC(=O)NNC(=O)c2ccoc2C)c1	2.9	1.7	9.4	6.1	0.9	9.8	0.1	-13.2	-10.0	-2.0
New compounds follow
SMILES	NPR2 activator	NPR1 activator	ASAP1 inh	sPLA2-III inh	GAA850 FXN act	ARFGAP1 inh	proKLK7 act	ADAM10 inh	DDE Tn6 FP inh	rCAG binder
COc1cc(NC(=O)CSc2ncnc3c2cnn3Cc2ccccc2)cc(OC)c1	-1.5	-9.1	6.3	14.1	-5.2	10.7	0.2	-8.9	-8.3	7.8
CSc1nnc(C)c(/C=C/Nc2ccc(C)cc2)n1	7.0	13.4	3.2	-17.4	4.3	4.4	0.3	-3.4	7.3	6.8
Cc1cc(C)cc(NC(=O)COC(=O)Cc2ccccc2F)c1	-2.0	3.0	-15.0	-7.3	1.0	3.8	0.1	-15.9	0.5	0.8
CN(C)Cc1cc(OCc2ccccc2)cc(CN(C)C)c1O	-0.8	1.1	-6.9	0.4	0.8	3.6	1.6	-8.3	0.4	1.4
COc1ccc(S(=O)(=O)Nc2ccc3c(c2)CCC3)cc1	0.3	-4.8	2.1	-20.1	0.7	8.7	0.5	7.4	2.5	1.8
Cc1[nH]n(-c2ccccc2)c(=O)c1C=NCc1ccncc1	-3.4	1.6	-0.8	-0.7	1.0	-9.6	0.3	-5.1	7.7	0.7
CCn1cc(CNC(=O)NC2CCCCC2)c(C)n1	2.1	2.9	-12.1	6.4	6.5	-9.7	0.5	6.7	7.1	5.5
NC(=O)c1ccccc1N/C=C/C(=O)c1ccc(Cl)cc1Cl	-2.7	10.3	1.0	-17.6	3.6	4.8	0.9	-126.6	0.1	3.8

Retrieved by compound from the list above:
SMILES	NPR2 activator	NPR1 activator	ASAP1 inh	sPLA2-III inh	GAA850 FXN act	ARFGAP1 inh	proKLK7 act	ADAM10 inh	DDE Tn6 FP inh	rCAG binder
CN(C)Cc1cc(OCc2ccccc2)cc(CN(C)C)c1O	-0.8	1.1	-6.9	0.4	0.8	3.6	1.6	-8.3	0.4	1.4
Cc1cc(C)cc(NC(=O)COC(=O)Cc2ccccc2F)c1	-2.0	3.0	-15.0	-7.3	1.0	3.8	0.1	-15.9	0.5	0.8

Screens: PubChem BioAssay, several laboratories
